# Screening data from PubChem.
# CRFR2-BP antag = antagonists of CRF-BP/CRF-R2 complex, primary screen, cell-based, HEK293, calcium dye fluorescence, uHTS. CRF-induced calcium fluorescence. inhibition, % at 11.8 µM. actives 0.59% (n = 350,000);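 active means inhibition of the ligand-induced calcium signal above about 50% at the single tested concentration, limit read from the data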
# IDE inh = human IDE inhibitors in live cells, primary screen, fluorescence polarization, HEK cells, FAbetaB substrate; Insulin-degrading enzyme (Homo sapiens), P14735; actives 0.41% (n = 320,000); FAbetaB cleavage; inhibition, % at 5.59 µM;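 active means percent inhibition above the average of all tested compounds plus 3 SD, set per screening campaign, cut at about 16% in these data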;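 further: IDE supplied by intact live HEK cells; FP after avidin binding of uncleaved biotin substrate so inhibition keeps polarization high; 0% = DMSO wells and 100% = 60 µM reference IDE inhibitor Ii1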
# IMP-1 inhibitor = IMP-1 metallo-beta-lactamase inhibitors, primary screen, biochemical, epi-absorbance readout, Pseudomonas aeruginosa enzyme; purified IMP-1, nitrocefin hydrolysis, epi-absorbance fluorescence; inhibition, % at 5.6 µM; actives 0.45% (n = 290,000);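 active means inhibition above the mean plus 3 SD of all compounds in the same screening run, cut at about 4.5% in these data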;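 further: 0% = IMP-1 with DMSO and 100% = DMSO wells lacking enzyme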
#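 Material – recombinant IMP-1 enzyme, purified · Amount – IMP-1 0.2 nM before substrate addition · Medium – HEPES buffer pH 7.1 with ZnSO4 and Brij 35 · Timing – 25 °C, 15 min preincubation, 25 min reaction · Measured by – plate fluorescence quenching by hydrolysis product, ex 480/em 530 nm · Read-out – percent enzyme inhibition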
# HCV NS3 hel inh = inhibitors of HCV NS3 helicase, primary screen, biochemical, Cy5 molecular beacon fluorescence; NS3 helicase DNA unwinding; inhibition, % at 10.9 µM; actives 0.56% (n = 290,000); Hepatitis C virus NS3 helicase; AID 1800, 2009;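 active means inhibition above the mean of all tested compounds plus 3 SD, set per campaign, cut at about 35% in these data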;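 further: 0% = DMSO wells and 100% = thioflavine S control wells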
#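 System: NS3 helicase fragment of HCV / Schedule: 1 h at 25 °C / Control set: DMSO alone as 0% and 110 µM thioflavine S as 100% / Reagent: Cy5/quencher beacon DNA duplex and ATP to start / Technique: Cy5 fluorescence / Replication: singlicate / Evaluation: % inhibition of end-to-start signal ratio versus controls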
# p-CIP stab down = p/CIP-EGFP fusion destabilizers, primary screen, fluorescence, F442A cells; actives 0.01% (n = 290,000); Q05BA5; 16 h; decrease of EGFP signal, % at 10 µM;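 active means EGFP signal decrease of at least 30% at 10 µM or well 3 SD below plate mean, unless failing retest; inactive means the rest, including hits failing retest or dose response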; further: some compounds called inactive have numbers as strong as hits; many of its hits are not listed in these tables
# Target sequence (Q05BA5 1-1403): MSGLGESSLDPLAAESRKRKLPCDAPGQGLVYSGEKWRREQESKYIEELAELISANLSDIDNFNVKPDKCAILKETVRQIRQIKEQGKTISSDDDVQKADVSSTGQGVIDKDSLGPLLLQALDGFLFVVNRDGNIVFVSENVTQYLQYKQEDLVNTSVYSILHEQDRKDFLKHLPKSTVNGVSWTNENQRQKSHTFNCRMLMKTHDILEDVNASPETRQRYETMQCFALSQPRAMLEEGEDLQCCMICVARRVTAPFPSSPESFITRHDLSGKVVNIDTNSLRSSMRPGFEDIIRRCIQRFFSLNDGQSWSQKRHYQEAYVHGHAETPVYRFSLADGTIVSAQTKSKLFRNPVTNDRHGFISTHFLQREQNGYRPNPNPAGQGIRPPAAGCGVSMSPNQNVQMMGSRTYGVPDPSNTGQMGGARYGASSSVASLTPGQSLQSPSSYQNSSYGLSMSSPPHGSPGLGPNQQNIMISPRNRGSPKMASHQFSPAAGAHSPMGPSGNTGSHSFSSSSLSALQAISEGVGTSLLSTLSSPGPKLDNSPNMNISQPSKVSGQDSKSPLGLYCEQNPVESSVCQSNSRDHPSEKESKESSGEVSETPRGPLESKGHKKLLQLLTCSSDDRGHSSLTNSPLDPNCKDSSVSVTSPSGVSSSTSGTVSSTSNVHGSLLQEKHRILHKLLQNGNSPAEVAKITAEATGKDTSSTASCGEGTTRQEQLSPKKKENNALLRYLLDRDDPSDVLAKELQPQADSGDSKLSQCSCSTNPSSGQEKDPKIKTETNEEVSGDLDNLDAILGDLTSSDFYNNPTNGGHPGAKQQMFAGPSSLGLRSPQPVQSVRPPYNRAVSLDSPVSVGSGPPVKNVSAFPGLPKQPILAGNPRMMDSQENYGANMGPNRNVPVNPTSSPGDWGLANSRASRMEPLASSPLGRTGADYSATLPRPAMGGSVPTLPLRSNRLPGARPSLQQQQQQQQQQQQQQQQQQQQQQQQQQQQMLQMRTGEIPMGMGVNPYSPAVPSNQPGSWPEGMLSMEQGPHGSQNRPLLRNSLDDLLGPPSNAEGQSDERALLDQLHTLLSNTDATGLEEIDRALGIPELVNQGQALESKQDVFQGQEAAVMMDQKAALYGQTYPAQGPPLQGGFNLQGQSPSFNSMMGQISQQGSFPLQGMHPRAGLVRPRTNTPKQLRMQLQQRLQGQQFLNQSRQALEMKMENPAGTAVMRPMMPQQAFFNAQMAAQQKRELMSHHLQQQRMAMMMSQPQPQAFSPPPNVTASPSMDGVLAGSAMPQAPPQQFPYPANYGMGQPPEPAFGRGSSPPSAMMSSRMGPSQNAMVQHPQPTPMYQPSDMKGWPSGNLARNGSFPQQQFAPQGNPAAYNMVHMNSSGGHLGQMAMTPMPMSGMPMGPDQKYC
# SUMO HTRF inh = inhibitors of in vitro SUMOylation cascade, primary screen, biochemical, HTRF, uHTS; SUMO-conjugating enzyme UBC9 (Homo sapiens), P63279; HTRF SUMOylation assay, SAE1/SAE2 + UBC9; inhibition, % at 35 µM; actives 0.36% (n = 290,000); AID 2006, 2009; in the data active means inhibition above about 50%, passing the limit was not always enough; further: strong numbers were not always called active
# VIM-2 inh = VIM-2 metallo-beta-lactamase inhibitors, primary screen, biochemical, epi-absorbance readout, Pseudomonas aeruginosa enzyme. purified VIM-2, nitrocefin hydrolysis, epi-absorbance fluorescence. inhibition, % at 5.6 µM. actives 0.89% (n = 290,000);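 active means inhibition above the mean of all tested compounds plus 3 SD, cutoff set per screening run, cut at about 7.5% in these data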;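 further: red hydrolysis product quenches plate fluorescence so inhibitors raise well fluorescence; 0% = enzyme with DMSO and 100% = DMSO without enzyme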
# GalR3 antag = GalR3 antagonists in HEK293 cells, primary screen, cell-based, fluorescence readout; actives 0.44% (n = 360,000); Galanin receptor type 3 (Homo sapiens), O60755; HEK293 GalR3-CNG cAMP membrane potential fluorescence; galR3 body fused to GalR1 C-terminus; inhibition, % at 3 µM;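 active means inhibition above the screen-wide average plus 3 SD, cut at about 13% in these data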;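 further: forskolin and galanin both at EC90 stimulate the cells; cAMP rise reported by CNG channel membrane potential dye signal; 0% = forskolin plus galanin with DMSO and 100% = forskolin alone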
# IDE act = human IDE activators in live cells, primary screen, fluorescence polarization, HEK cells, FAbeta-B substrate. activation, % at 5.96 µM. actives 0.073% (n = 340,000). AID 493087, 2011. FAbeta-B cleavage; 0% vehicle, 100% cell-free pure enzyme wells;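 active means activation above the mean of all tested compounds plus 3 SD, set per screening campaign, cut at about 17% in these data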
# * hit, by the source's call; / = not tested or not shown. Hits appear at their usual frequency. About 3.2% of those tested had a hit in this group.
SMILES,CRFR2-BP antag,IDE inh,IMP-1 inhibitor,HCV NS3 hel inh,p-CIP stab down,SUMO HTRF inh,VIM-2 inh,GalR3 antag,IDE act
COc1cccc(/C=C/C(=O)Nc2cccc(C(C)=O)c2)c1OC,-8,2,-0.6,-6,-7,34,-1.4,-4,-2
Cc1cc2c(cc1S(=O)(=O)N1CCN(c3ccccc3)CC1)OCCN2C,12,2,-1.8,-9,-2,-9,-2.0,/,1
COc1ccc(-c2csc3ncnc(NCCO)c23)cc1,10,-2,-3.7,4,-5,8,2.4,0,0
O=C(CC1CCCCC1)NCc1cn2ccsc2n1,-6,-2,-3.6,2,-2,16,-6.8,0,-4
Cc1ccc2cc(CN(Cc3ccco3)C(=O)c3ccccc3)c(=O)[nH]c2c1C,0,2,-5.2,0,7,-16,-2.8,-1,-5
O=Cc1ccc(N2CCCCCC2)cc1,5,0,-4.5,0,-13,15,-3.9,3,1
CC1CCC(NC(=O)C2CCC(CNS(=O)(=O)c3ccccc3)CC2)CC1 (stereo not drawn),3,/,-2.4,-25,-20,8,-1.6,-12,-2
CCC(=O)N(CCC(c1ccc(C)cc1)c1ccco1)Cc1ccco1 (stereo not drawn),19,5,-2.2,4,-30,12,-0.6,-4,2
O=C(CCC(=O)N1CCN(Cc2ccc(F)cc2)CC1)Nc1nnc(C2CCCCC2)s1,-18,0,-1.3,-23,-7,-6,-1.7,-6,7
CC(C)c1nc2ccccc2n1CC(O)COC1CCCCC1 (stereo not drawn),18,-1,-2.1,-4,-3,7,-0.8,-6,9
C=CCN(CC=C)Cc1c(C)[nH]c2ccc(C(=O)OCC)cc2c1=O,-10,-2,-2.2,-9,0,32,-1.6,-7,9
CCS(=O)(=O)c1ccc2oc(SCC(=O)c3ccco3)nc2c1,-13,2,-6.8,6,4,0,-2.7,-2,-2
Cc1cccc(N2CCN(S(=O)(=O)c3ccc4[nH]c(=O)ccc4c3)CC2)c1C,-5,3,-0.8,-23,2,32,-3.1,/,-5
Clc1ccc(C2=NN(c3ccccc3)C(c3ccco3)C2)cc1 (stereo not drawn),7,-3,-0.6,6,4,12,-0.6,-6,11
Cc1ccccc1-c1nc(CN2CCCC(C(=O)NCc3cccnc3)C2)c(C)o1 (stereo not drawn),5,2,-4.2,5,11,-19,-1.4,-5,1
O=C(CNS(=O)(=O)c1ccccc1)OCC(=O)c1ccc(Br)cc1,8,4,-1.2,3,1,2,-0.1,-2,2
CC(NC(=O)COC(=O)CCN1C(=O)C2CC=CCC2C1=O)c1ccc(Br)cc1 (stereo not drawn),0,5,/,/,/,/,/,-5,-1
COc1ccc(NC(=O)NN2CCN(C)CC2)cc1OC,-10,-3,0.6,0,-9,9,-0.2,0,0
COc1ccc(-n2nc3c(=O)[nH][nH]c3cc2=O)cc1,3,2,-1.7,17,10,9,0.0,-1,1
CCCNC(=O)CN1C(=O)NC2(CCCc3cc(OC)ccc32)C1=O (stereo not drawn),8,-2,-1.4,-2,-4,15,-3.9,-7,2

# Continued (2 carried over from the part before).
SMILES,CRFR2-BP antag,IDE inh,IMP-1 inhibitor,HCV NS3 hel inh,p-CIP stab down,SUMO HTRF inh,VIM-2 inh,GalR3 antag,IDE act
COc1ccc(-n2nc3c(=O)[nH][nH]c3cc2=O)cc1,3,2,-1.7,17,10,9,0.0,-1,1
CCCNC(=O)CN1C(=O)NC2(CCCc3cc(OC)ccc32)C1=O (stereo not drawn),8,-2,-1.4,-2,-4,15,-3.9,-7,2
O=C(CN1CCCC1)Nc1sc2c(c1C(=O)Nc1ccc(Br)cc1)CCC2,-99,5,-1.6,-31,2,4,0.0,-2,-3
CCN1c2ccccc2S(=O)(=O)c2ccccc21,-1,1,-1.3,3,-17,3,-2.3,-8,4
CC1CCCC(NC(=O)c2cn(C)c3ccc(S(=O)(=O)N4CCCC4)cc3c2=O)C1C (stereo not drawn),/,6,-0.2,1,12,6,-2.0,-1,/
COc1ccc2nc(NC(=O)CSc3nc(C)cc(C)n3)sc2c1,-7,6,-4.5,-8,-4,22,-2.3,3,-1
NC(=O)c1ccc(OCC(F)(F)C(F)(F)C(F)(F)C(F)(F)C(F)(F)C(F)F)cc1,17,2,-2.8,-11,0,6,-2.4,-6,0
Cc1ccc(/C=C2\CC(C)CC3=C2NC(=S)NC3c2ccc(C)cc2)cc1 (stereo not drawn),1,1,-2.9,-31,-14,22,-3.0,3,0
COc1ccc(OCC(=O)N/N=C/c2ccc(O[C@@H]3O[C@H](CO)[C@@H](O)[C@H](O)[C@H]3O)cc2)cc1,-7,-3,1.4,-3,-11,-13,-4.0,1,4
Cc1c(CN2CCCC(CO)(Cc3cccc(Cl)c3)C2)cnn1C (stereo not drawn),-6,3,-3.7,-1,-1,8,-3.6,-2,0
Cc1noc(C)c1COc1ccc(C(=O)OCC(=O)N2CC(=O)Nc3ccccc32)cc1,-1,-8,-0.9,4,-3,-22,0.9,-5,7
COC(=O)c1ccc(NC(=S)NCCC2=CCCCC2)cc1,-13,0,-1.9,1,-15,-30,-0.2,-6,2
Cn1c(=O)cc(OCC(=O)NCc2ccccn2)c2ccccc21,22,-7,0.3,1,14,-33,1.1,-7,4
CCCn1c(COc2ccc(C(=O)O)cc2)nc2ccccc21,-1,2,-1.5,6,4,-5,-1.9,-11,2
CCOC(=O)c1[nH]c(COC(=O)C2CC(=O)N(Cc3ccccc3)C2)c(C(=O)OCC)c1C (stereo not drawn),-6,-3,-2.7,-7,-18,24,-5.6,-4,0
Cc1nc2ccc(NC(=O)CCC3CCCC3)cc2s1,-4,0,-1.5,-3,-15,8,-0.7,-7,0
Cc1cc(C)n(-c2nc3ccccc3nc2Nc2ccc(CC(=O)O)cc2)n1,-5,0,-2.0,10,-11,12,-4.0,3,1
CCn1c2ccccc2c2cc(NC(=O)CCCN3C(=O)CCC3=O)ccc21,2,3,-1.6,-9,9,-13,0.6,0,-3
CO[C@H]1C=CO[C@@]2(C)Oc3c(C)c(O)c4c(O)c(c(C=NN5CCN(C)CC5)c(O)c4c3C2=O)NC(=O)C(C)=CC=C[C@H](C)[C@H](O)[C@@H](C)[C@@H](O)[C@@H](C)[C@H](OC(C)=O)[C@@H]1C,36,-4,-1.5,-18,-6,28,-2.8,/,7
Nc1ccccc1C(=O)NNc1ncc(C(F)(F)F)cc1Cl,-8,-10,0.1,3,-9,-6,-3.0,-4,-1
N=C1C(c2ccccc2)=C(O)CN1NC(=O)c1ccc(Cl)cc1,-3,-2,-2.3,3,1,-4,-2.9,-3,1
CCOc1ccc(C(C)=O)cc1NC(=O)/C=C\C(=O)O,3,-3,-3.1,12,-10,8,-2.9,-4,4
CCn1c(/C=C/Nc2ccccc2)[n+](CC)c2ccc(Cl)cc21,-34,-3,-1.6,12,11,-16,-3.1,-2,1
COc1ccc(S(=O)(=O)N(C(=O)c2ccncc2)c2ccc3oc4c(c3c2)CCCC4)cc1,15,8,-1.4,6,6,-14,-2.2,1,-2
COc1cc(-n2c(=O)c3ccccc3n(CC(=O)c3ccc(Br)cc3)c2=O)cc(OC)c1OC,5,7,-1.8,0,-4,-1,-1.6,-6,6
COc1cccc(-c2nnc(N)o2)c1,-1,-2,-0.8,15,-1,17,0.8,-8,0
O=C(/C=C/c1ccccc1)N(c1ccccn1)C1CCCCC1,-23,4,-3.6,6,-10,8,-1.2,-4,7
Cc1ccccc1NC(=O)/C(C#N)=C/c1ccccc1C(F)(F)F,-27,0,-3.4,1,5,-16,-2.4,-1,1
O=C(c1nc2ccccn2c1CNCCn1ccc2ccccc21)N1CCOCC1,0,-5,-2.5,6,-9,17,-1.0,-2,-2
c1ccc(Cc2ccc(OCCN3CCOCC3)cc2)cc1,10,5,1.5,-22,0,1,-0.1,-9,-1
CCOc1cc(S(=O)(=O)N2CCN(C(=O)c3ccco3)CC2)ccc1F,7,-1,-1.3,-5,-8,1,-0.3,-12,2
CCOC(=O)CCC(=O)N1CCOCCN(C(=O)CCC(=O)OCC)CCOCC1,10,1,-3.2,1,-2,5,-2.9,0,4
CCCOc1ccc(-c2cc3onc(-c4ccccc4)c3c(=O)n2C)cc1,-12,2,/,/,/,/,/,1,1
O=C(CCCN1C(=O)/C(=C/c2cccs2)SC1=S)Nc1cc([N+](=O)[O-])ccc1O,-1,2,-3.0,17,-9,7,-3.9,3,4
CCCCn1c(N)c(N(CC(C)C)C(=O)C2CSC3(C)CCC(=O)N23)c(=O)[nH]c1=O (stereo not drawn),3,0,/,/,/,/,/,-2,3
CCN(CC)c1nc(N)c2c(N)n(-c3ccccc3C)c(=S)c(C#N)c2c1C#N,-3,2,-3.4,6,-15,-4,2.6,1,6
O=C(N/N=C/c1ccccn1)c1cccc(S(=O)(=O)N2CCCC2)c1,5,2,-3.3,3,-3,13,-2.4,-4,3
O=C(CSc1nc(C2CC2)nc2ccccc12)NCc1ccc2c(c1)OCO2,/,2,2.0,-4,-10,22,-0.4,/,/
CN(/N=C/c1cc(Br)cc(Br)c1O)c1cccc(C(F)(F)F)n1,-16,-1,-2.8,-5,-8,16,-1.7,-13,5
Cc1cccc(NC(=O)C(C)C(=O)c2ccccc2)c1 (stereo not drawn),-5,/,-1.8,12,6,5,-1.7,-10,1
COc1ccccc1N(CC(=O)NC1CCCC1)C(=O)CCC(=O)Nc1ccccn1,-15,-1,-2.2,5,-5,-1,-2.8,-7,4
CC(C)OP(=O)(c1ccc(N(C)C)cc1)C(O)c1ccccc1F (stereo not drawn),7,3,-2.7,4,-2,0,-4.0,-4,2
Cc1cccc(C(=O)N/N=C/c2ccc(OC3CSC3)cc2)c1,4,4,-3.0,3,-1,-2,-2.7,2,-7

# One compound at a time, from the list above.
# c1ccc(Cc2ccc(OCCN3CCOCC3)cc2)cc1 in the list: CRFR2-BP antag = 10; IDE inh = 5; IMP-1 inhibitor = 1.5; HCV NS3 hel inh = -22; p-CIP stab down = 0; SUMO HTRF inh = 1; VIM-2 inh = -0.1; GalR3 antag = -9; IDE act = -1
# O=C(/C=C/c1ccccc1)N(c1ccccn1)C1CCCCC1 in the list: CRFR2-BP antag = -23; IDE inh = 4; IMP-1 inhibitor = -3.6; HCV NS3 hel inh = 6; p-CIP stab down = -10; SUMO HTRF inh = 8; VIM-2 inh = -1.2; GalR3 antag = -4; IDE act = 7
# Cc1cccc(NC(=O)C(C)C(=O)c2ccccc2)c1 (stereo not drawn) in the list: CRFR2-BP antag = -5; IDE inh = /; IMP-1 inhibitor = -1.8; HCV NS3 hel inh = 12; p-CIP stab down = 6; SUMO HTRF inh = 5; VIM-2 inh = -1.7; GalR3 antag = -10; IDE act = 1
